# Compound activity (PubChem)
# MEKK2mut PB1 HTS – signal of MEK5 binding to mutant human MEKK2 PB1 domain; bead flow cytometry, Alexa488-MEK5 binding to MEKK2 mutant; percent response, % at 10 µM; actives 0.35% (n = 290,000); AID 1530; in the data active = percent response above about 24%, passing the limit was not always enough; also: inactives centre near 1; some results filed as inactive read as strong as hits; reference of the scale not given here
# DNA FID counter – displaces DNA intercalator in HCV helicase counter-screen; DNA fluorescent intercalator displacement, fluorescence; inhibition, % at 7.9 µM; actives 0.17% (n = 290,000); AID 1845; in the data active = inhibition above about 37%;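 also: 0% = vehicle and 100% = reference compound; higher means more ethidium bromide displaced from hairpin DNA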
# MEKK3 PB1 HTS – modulators (inhibitors or enhancers) of MEK5 binding to human MEKK3 PB1 domain; Q99759; bead-based flow cytometry, Alexa488-MEK5 binding to MEKK3; actives lie on both sides; 0 = blocked by unlabeled MEK5, 100 = vehicle; binding response (% of control), % at 10 µM; actives 1.4% (n = 290,000); AID 1529;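 active = binding response more than 3 SD above or below the average of its plate-row segment, actives on both sides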;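 also: Alexa488 bead fluorescence after subtracting the streptavidin-only scavenger bead signal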
# Target sequence (Q99759 whole entry, looked up, the tested form may be a part): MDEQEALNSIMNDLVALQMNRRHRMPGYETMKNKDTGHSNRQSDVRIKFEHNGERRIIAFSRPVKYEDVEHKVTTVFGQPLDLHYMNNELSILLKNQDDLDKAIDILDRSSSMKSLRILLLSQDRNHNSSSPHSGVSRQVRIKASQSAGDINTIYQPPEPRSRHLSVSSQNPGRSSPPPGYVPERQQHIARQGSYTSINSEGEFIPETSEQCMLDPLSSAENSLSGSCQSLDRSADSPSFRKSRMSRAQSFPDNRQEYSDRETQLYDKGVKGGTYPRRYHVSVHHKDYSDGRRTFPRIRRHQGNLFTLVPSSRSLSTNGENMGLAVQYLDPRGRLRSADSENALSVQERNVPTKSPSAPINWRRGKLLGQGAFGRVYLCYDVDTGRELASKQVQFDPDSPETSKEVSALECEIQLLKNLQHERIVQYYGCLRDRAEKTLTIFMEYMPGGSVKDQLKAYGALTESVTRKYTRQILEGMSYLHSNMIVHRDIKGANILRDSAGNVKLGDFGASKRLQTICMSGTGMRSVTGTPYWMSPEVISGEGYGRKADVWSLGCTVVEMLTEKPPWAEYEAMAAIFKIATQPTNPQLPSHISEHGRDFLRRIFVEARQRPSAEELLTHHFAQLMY
# HCV NS3 hel inh – inhibitors of Hepatitis C virus NS3 helicase; NS3 helicase DNA unwinding, Cy5 molecular beacon fluorescence; inhibition, % at 10.9 µM; actives 0.56% (n = 290,000); AID 1800;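 active = inhibition above the mean of all tested compounds plus 3 SD, set per campaign, cut at about 35% in these data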;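 also: 0% = DMSO wells and 100% = thioflavine S control wells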
#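 Assay system – hepatitis C virus NS3 helicase domain fragment enzyme · Buffer or medium – MOPS pH 6.5, MgCl2, DTT, Tween20, BSA · Reagent – Cy5/quencher beacon DNA duplex and ATP to start · Compound – single 10.9 µM dose · Timing – 1 h at 25 °C · Technique – Cy5 beacon fluorescence read at start and 1 h · Measure – % inhibition of unwinding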
# CRFR2-BP antag – CRF-BP/CRF-R2 complex antagonism | HEK293 CRF-R2/CRF-BP, CRF-induced calcium fluorescence | inhibition, % at 11.8 µM | actives 0.59% (n = 350,000) | AID 588475;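 active = inhibition of the ligand-induced calcium signal above about 50% at the single tested concentration, limit read from the data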
# CRFR2-BP ag – CRF-BP/CRF-R2 complex agonism; HEK293 CRF-R2/CRF-BP, calcium dye fluorescence (FLIPR); percent of saturating CRF peptide response; activation, % at 13.2 µM; actives 0.46% (n = 350,000); AID 588473;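 active = activation of at least 50%, plus an integration ratio under a set limit after plate pattern correction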;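 also: plate controls were neutral control wells without compound for no effect and CRF at EC100 for full effect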
# MEKK2 WT-MEK5 – raises or lowers MEK5 binding to wildtype human MEKK2 PB1 domain; bead flow cytometry, Alexa488-MEK5 binding to MEKK2 WT; actives lie on both sides; binding response (% of control), % at 10 µM; actives 1.1% (n = 290,000); in the data active = binding response below about 67% or above about 130%
# UBC9 SUMO inh – SUMOylation inhibition | P63279 | HTRF SUMOylation assay, SAE1/SAE2 + UBC9, in vitro | inhibition, % at 35 µM | actives 0.36% (n = 290,000); in the data active = inhibition above about 50%, passing the limit was not always enough; also: strong numbers were not always called active
# Target sequence (P63279 whole entry, looked up): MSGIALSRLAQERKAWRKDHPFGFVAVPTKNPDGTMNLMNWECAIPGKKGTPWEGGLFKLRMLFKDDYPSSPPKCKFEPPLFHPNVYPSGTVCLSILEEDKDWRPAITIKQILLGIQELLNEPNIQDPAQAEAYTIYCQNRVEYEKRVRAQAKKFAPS
# GalR3 antagonist – human GalR3 antagonism; inhibition, % at 3 µM; actives 0.44% (n = 360,000); HEK293 GalR3-CNG cAMP membrane potential fluorescence; galR3 body fused to GalR1 C-terminus; O60755;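 active = inhibition above the screen-wide average plus 3 SD, cut at about 13% in these data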;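 also: forskolin and galanin both at EC90 stimulate the cells; cAMP rise reported by CNG channel membrane potential dye signal; 0% = forskolin plus galanin with DMSO and 100% = forskolin alone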
# Numbers without * were called inactive; nt = no result given; [ ] = remark or other dose. These rows are one share of the data. The share of hits here may be higher or lower than overall.
SMILES,MEKK2mut PB1 HTS,DNA FID counter,MEKK3 PB1 HTS,HCV NS3 hel inh,CRFR2-BP antag,CRFR2-BP ag,MEKK2 WT-MEK5,UBC9 SUMO inh,GalR3 antagonist
Cc1ccc(NCC(=O)c2ccc([N+](=O)[O-])cc2)cc1,-1,-6,112,-2,1,-0.7,109,18,nt
COc1ccc2c(c1)c(C(=O)N/N=C/c1cccs1)c(C)n2C,2,-25,102,2,10,-0.8,99,14,-8
CCCOc1ccc(NC2=CC(=O)CC(C)(C)C2)cc1,5,-22,106,11,-17,0.1,106,10,-3
Clc1ccc(-c2nc3ccccc3[nH]2)cn1,0,-4,98,-2,-11,0.3,97,23,0
COc1ccc(Br)cc1/C=N/n1nnnc1N,1,-8,101,24,-5,-9.1,100,-12,-7
Cc1cccc(N2CN=c3s/c(=C\c4ccncc4)c(=O)n3C2)c1,nt,-3,nt,-1,28,-1.6,nt,9,-2
CSc1ccc(S(=O)(=O)N2CCC(C(=O)N3CCOCC3)CC2)cc1,2,-15,99,0,-1,-1.0,104,15,-9
Cc1ccc2c(c1)c1nnc(SCC(=O)N3CCCc4ccccc43)nc1n2CC(=O)O,-13,-38,97,8,7,-0.8,90,6,-6
O=C(CCCn1c(SCC(=O)c2ccc(F)cc2)nc2ccccc2c1=O)NCc1ccco1,-2,-7,99,-2,-7,0.6,99,15,2
COc1cc(C(F)(F)F)c(C(=O)N(C)Cc2ccc(Cl)c(Cl)c2)cn1,3,-30,97,-16,-28,1.1,98,-3,-8
COc1ccc(OC)c(N2C(=O)CC(C(C)c3ccccc3)C2=O)c1 (stereo unspecified),2,-12,103,-2,-6,-0.9,101,23,2
CCOC(=O)[C@@H]1[C@H]2COc3ccccc3[C@@H]2N2C(=O)N(c3cccc(Cl)c3)C(=O)[C@@]12C,-1,-40,106,-27,0,-1.3,106,-21,-1
CCOC(=O)c1sc2nc3n(c(=O)c2c1C)CCCCC3,nt,-9,nt,-1,6,-0.2,nt,15,-2
Cn1ncc(Cl)c1C(=O)N1CCN(C23CC4CC(CC(C4)C2)C3)CC1,-2,-7,98,2,-9,6.3,97,10,-3
NC(N)=N/N=C/c1ccc(Cl)cc1Cl,42,9,129*,-29,-7,1.5,155*,10,-8
COc1cccc(CN(C(=O)c2ccccc2)C2CCS(=O)(=O)C2)c1 (stereo unspecified),3,-14,96,9,-21,2.3,94,-6,2
O=C(Oc1cccc2ccccc12)C1CC1,-2,-10,102,28,9,1.1,102,-8,-7
O=C(O)CNC(=S)N(Cc1ccccc1)Cc1cccnc1,0,-4,98,0,-3,-0.5,100,4,-7
CCOc1ccc(NS(=O)(=O)c2cc(OCC(N)=O)c(C)cc2Cl)cc1,-2,-13,98,-2,-3,0.0,101,-6,-2
OC(COc1ccc2cc(Br)ccc2c1)CN1CCCC1 (stereo unspecified),12,9,91,-20,-55,15,123,8,-12
FC(F)(F)c1cccc(N2CCN(CC3CC4C=CC3C4)CC2)c1 (stereo unspecified),10,6,104,-10,-91,0.2,113,17,-6
O=S(=O)(Nc1ccc(Cc2ccncc2)cc1)N1CCCC1,-6,-9,88,6,7,-0.7,90,-6,-2
CCc1nnc2c(N(C)C)nc3ccccc3n12,-4,-2,92,0,-12,1.3,97,-1,-1
C#Cc1ccc([C@@H]2C=C(C(=O)N3CCN(Cc4ccccc4)CC3)O[C@H](OCCCCO)C2)cc1,8,-30,93,-9,nt,nt,103,2,nt
O=C1CCN(Cc2ccc(Br)cc2)CCN1[C@H](CO)Cc1ccccc1,-5,-30,98,-10,-6,0.1,103,10,-7

# The last six entries of the section before are carried over, then new ones follow:
SMILES,MEKK2mut PB1 HTS,DNA FID counter,MEKK3 PB1 HTS,HCV NS3 hel inh,CRFR2-BP antag,CRFR2-BP ag,MEKK2 WT-MEK5,UBC9 SUMO inh,GalR3 antagonist
OC(COc1ccc2cc(Br)ccc2c1)CN1CCCC1 (stereo unspecified),12,9,91,-20,-55,15,123,8,-12
FC(F)(F)c1cccc(N2CCN(CC3CC4C=CC3C4)CC2)c1 (stereo unspecified),10,6,104,-10,-91,0.2,113,17,-6
O=S(=O)(Nc1ccc(Cc2ccncc2)cc1)N1CCCC1,-6,-9,88,6,7,-0.7,90,-6,-2
CCc1nnc2c(N(C)C)nc3ccccc3n12,-4,-2,92,0,-12,1.3,97,-1,-1
C#Cc1ccc([C@@H]2C=C(C(=O)N3CCN(Cc4ccccc4)CC3)O[C@H](OCCCCO)C2)cc1,8,-30,93,-9,nt,nt,103,2,nt
O=C1CCN(Cc2ccc(Br)cc2)CCN1[C@H](CO)Cc1ccccc1,-5,-30,98,-10,-6,0.1,103,10,-7
C=CCNC(=O)c1c(Cl)cnn1-c1ccc(C)cc1,-4,-3,99,4,6,0.0,96,12,-8
Cc1oc2ccc(NS(=O)(=O)c3ccc(F)cc3)cc2c1C(=O)O,3,-15,104,2,4,-1.1,109,3,-9
O=C(Cn1cnc(S(=O)(=O)N2CCCC2)c1)Nc1cccc(F)c1,3,-7,101,3,-10,3.4,101,-7,-1
CCOCCCn1c(=NC(C)=O)c(C#N)cc2c(=O)n3cccc(C)c3nc21,18,-13,117,9,-3,-1.9,115,19,-2
CCOc1cc(S(=O)(=O)N2CCCCCC2)ccc1F,-3,-16,91,10,-1,1.0,90,1,-3
CCOc1ccc(NC(=S)/C(=C(\[O-])c2ccc(C)c([N+](=O)[O-])c2)[n+]2ccccc2)cc1,3,2,105,2,-4,-1.2,107,16,nt
CN(Cc1ncc[nH]1)Cc1cn(-c2ccccc2)nc1-c1ccc2c(c1)OCO2,-2,6,96,-27,-3,-7.3,102,14,-5
C/C(=N\NC(=O)Cn1nc(C)cc1C)c1ccc([N+](=O)[O-])cc1,4,-12,100,1,10,2.6,101,13,-7
Cc1ccc(NC(=O)/C(C#N)=C/c2ccc(Sc3nc(C)cc(C)n3)o2)cc1,5,-1,107,5,-15,1.3,106,3,0
Cc1cc2ccccn2c1C(=O)c1ccncc1,-4,-5,91,-3,11,-1.0,92,7,-2
O=C(COc1ccc2c(c1)CCC2)N1CCN(c2cccc(C(F)(F)F)c2)CC1,-3,-9,98,0,2,0.7,100,-20,-1
Cc1cc(Br)cc(Cl)c1OC(=O)c1ccncc1,-39,-18,1.0*[inhibitor],-9,-3,18,1.0*[inhibitor],-22,-2
C/C(=N\NC(=O)c1nnn(-c2nonc2N)c1-c1ccccc1)c1ccccc1O,-5,-7,100,13,13,-0.8,95,20,-3
Cc1ccc(-n2ncc(C(=O)NCC3CCN(C4CCCC4)C3)c2C2CCN(C(=O)OC(C)(C)C)CC2)cc1 (stereo unspecified),2,27,103,-31,-1,1.0,108,-3,-4
Cc1ccc(NC(=O)c2cc3ccccc3oc2=N)cc1,-7,0,97,7,0,4.8,98,24,1
Cc1c(Cl)c([N+](=O)[O-])nn1CCCC(=O)Nc1cccc(O)c1,-1,0,112,10,12,-0.7,108,14,-3
COc1ccc(-n2c(SC)nc3sc4c(c3c2=O)CCN(C)C4)cc1,3,-13,100,-25,12,-0.6,102,15,-10
CN(C(=O)CCS(=O)(=O)c1cc2c(cc1Cl)NC(=O)CO2)C1CCCCC1,3,-21,101,7,28,2.8,98,4,nt
CCC(C)COC(=O)c1ccc(C(=O)O)cc1 (stereo unspecified),nt,2,nt,-3,4,-3.0,nt,16,3
O=C(CCCCCn1c(=O)[nH]c2ccsc2c1=O)NCc1ccc(F)cc1,-8,-11,98,6,-22,-1.6,95,10,-3
CCN(CC)S(=O)(=O)c1ccc(N2CCCC2)c(NS(=O)(=O)c2ccc(OC)cc2)c1,-2,-26,99,-2,-4,2.2,100,-12,-2
Cc1ccc(C(=O)O)cc1NC(=O)CSc1ncnc2sc3c(c12)CCC3,0,-10,93,0,-2,0.5,100,20,-5
CC(=O)NCCNc1ccc([N+](=O)[O-])cc1C#N,2,1,103,10,7,-1.4,98,12,1
CCN(CC)CCN1C(=O)c2ccccc2NC1c1ccc(C)cc1 (stereo unspecified),1,-9,102,-7,-8,-1.0,100,23,-5
CCOC(=O)c1ccc(-c2ccc(/C=N/NC(=O)Cc3nnc(N)s3)o2)cc1,-11,-32,98,34,1,-0.1,88,-28,-5
# Continued:
SMILES,MEKK2mut PB1 HTS,DNA FID counter,MEKK3 PB1 HTS,HCV NS3 hel inh,CRFR2-BP antag,CRFR2-BP ag,MEKK2 WT-MEK5,UBC9 SUMO inh,GalR3 antagonist
CCC(Oc1cc(Cl)ccc1Cl)C(=O)N1CCCN(C)CC1 (stereo unspecified),4,6,102,10,-9,0.3,103,12,2
Cc1cc(-c2ccccc2)nc(N(C)C)c1S(C)(=O)=O,5,-14,106,0,-3,-0.1,95,-6,-2
COc1ccccc1NC(=S)NC(=O)CC(C)C,-2,-6,98,9,8,-2.6,104,-16,1
O=C(NC(=S)NCCN1CCOCC1)c1ccc(Cl)cc1,0,-2,98,22,14,-0.5,100,14,-5
COc1ccc(Nc2cc(C(=O)NCCCN3CCN(C)CC3)c3ccccc3n2)c(OC)c1,6,31,108,64*,0,3.2,119,-9,-4
CCOC(=O)c1sc(=NC(=O)c2cccc(C)c2)n(C)c1C,-12,-10,106,-2,-19,1.4,98,6,2
CCc1ccc(C(=O)COC(=O)c2ccccc2OC)cc1,6,-36,103,-26,26,-4.5,104,-12,-2
COc1ccc(OC)c(C(=O)c2ccc(C(=O)Nc3ccc(NC(C)=O)cc3)cc2)c1,-4,-15,94,-4,14,0.6,96,16,1
CCOC(=O)C1(CCOC)CCN(Cc2ccccc2-c2ccco2)CC1,4,2,103,-14,17,-2.6,101,8,-4
Cc1cc(NC(=O)c2ccc(Cl)cc2)c(C(C)C)cc1O,-11,-4,74,2,3,-0.8,66,-6,13
COc1cccc(/C=C/C(=O)OCC(=O)N2c3ccccc3NC(=O)C2(C)C)c1,8,-3,95,-1,-32,-2.3,104,-5,1
Cc1cccc(/C(N)=N/OC(=O)N2c3ccccc3Sc3ccccc32)c1,0,8,103,2,12,1.3,102,10,-4
O=C(NN1C(=O)c2cc(Br)ccc2NC1c1ccccc1Cl)c1ccncc1 (stereo unspecified),2,-19,101,-2,-31,4.2,99,-13,5
CC(C)N1C(=S)SC(C)(C)C1NO (stereo unspecified),0,-2,99,5,8,-0.7,98,2,-4
CCCCSc1nnc2n(CCc3ccccc3)c(=O)c3c4c(sc3n12)COC(C)(C)C4,-1,-4,97,16,13,3.3,97,-35,-4
CCc1cc2cc(C(=O)Nc3ccccc3F)sc2s1,3,0,104,9,-14,-2.9,101,-9,-8
COc1ccc(NC(=O)c2cc(C3CC3)on2)c(OC)c1,1,-16,95,9,23,6.8,99,14,nt
CC(NC(=O)c1cc(-c2ccccc2)nc2ccccc12)C1CCCO1 (stereo unspecified),1,-11,94,6,nt,nt,97,12,nt
COc1ccc(N2C(=O)CC(N3CCC(O)(c4ccc(Br)cc4)CC3)C2=O)cc1 (stereo unspecified),-1,-14,105,16,-4,0.4,103,26,-4
Cc1cc(=O)n2nc(N3CCCC3C(=O)Nc3ccccc3C)sc2n1 (stereo unspecified),-5,-16,98,27,-38,2.4,95,-7,nt
